PHOSPHO1 inh = blocks human PHOSPHO1 phosphatase activity; actives 1.1% (n = 290,000); recombinant PHOSPHO1, absorbance phosphatase assay; inhibition, % at 13.3 µM; in the data active means inhibition above about 60%
Target sequence (Q8TCT1 whole entry, looked up): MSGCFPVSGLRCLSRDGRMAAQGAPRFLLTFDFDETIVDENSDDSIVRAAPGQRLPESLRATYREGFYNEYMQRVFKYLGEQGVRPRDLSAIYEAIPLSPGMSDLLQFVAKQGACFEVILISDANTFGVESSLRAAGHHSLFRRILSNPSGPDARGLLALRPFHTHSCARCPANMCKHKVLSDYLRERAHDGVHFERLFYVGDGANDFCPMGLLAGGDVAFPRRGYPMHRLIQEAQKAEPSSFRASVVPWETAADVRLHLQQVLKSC
IMP-1 inh = inhibitors of Pseudomonas aeruginosa IMP-1 metallo-beta-lactamase; actives 0.45% (n = 290,000); inhibition, % at 5.6 µM; purified IMP-1, nitrocefin hydrolysis, epi-absorbance fluorescence;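 active means inhibition above the mean plus 3 SD of all compounds in the same screening run, cut at about 4.5% in these data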;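 further: 0% = IMP-1 with DMSO and 100% = DMSO wells lacking enzyme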
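System: purified IMP-1 / Input: IMP-1 dispensed at 0.2 nM / Medium: 50 mM HEPES pH 7.1, 50 µM ZnSO4, 0.05% Brij 35 / Timing: 15 min enzyme–compound preincubation, then 25 min nitrocefin reaction, 25 °C / Technique: plate fluorescence quenching by hydrolysis product, ex 480/em 530 nm / Repeats: singlicate testing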
MEKK3 PB1 HTS = raises or lowers MEK5 binding to the human MEKK3 PB1 domain | bead-based flow cytometry, Alexa488-MEK5 binding to MEKK3; actives lie on both sides; 0 = blocked by unlabeled MEK5, 100 = vehicle | binding response (% of control), % at 10 µM | AID 1529 | Q99759 | actives 1.4% (n = 290,000);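 active means binding response more than 3 SD above or below the average of its plate-row segment, actives on both sides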;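 further: Alexa488 bead fluorescence after subtracting the streptavidin-only scavenger bead signal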
Target sequence (Q99759 whole entry, looked up, the tested form may be a part): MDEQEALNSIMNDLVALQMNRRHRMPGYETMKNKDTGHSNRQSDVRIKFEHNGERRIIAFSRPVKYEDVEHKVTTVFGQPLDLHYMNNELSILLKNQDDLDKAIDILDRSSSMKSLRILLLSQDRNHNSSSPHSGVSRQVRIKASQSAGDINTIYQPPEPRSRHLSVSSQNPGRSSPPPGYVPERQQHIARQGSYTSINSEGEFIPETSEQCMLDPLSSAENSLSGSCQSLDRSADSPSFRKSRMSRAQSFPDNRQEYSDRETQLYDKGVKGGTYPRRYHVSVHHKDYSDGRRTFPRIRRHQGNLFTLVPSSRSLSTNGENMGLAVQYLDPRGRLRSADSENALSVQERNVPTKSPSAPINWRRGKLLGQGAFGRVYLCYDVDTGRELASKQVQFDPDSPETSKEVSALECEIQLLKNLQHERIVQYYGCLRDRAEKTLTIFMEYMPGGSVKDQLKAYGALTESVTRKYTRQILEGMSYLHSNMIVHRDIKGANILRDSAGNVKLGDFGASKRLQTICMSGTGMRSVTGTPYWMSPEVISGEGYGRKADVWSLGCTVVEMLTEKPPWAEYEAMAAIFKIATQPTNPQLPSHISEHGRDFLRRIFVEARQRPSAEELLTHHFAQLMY
UBC9 SUMO inh = SUMOylation inhibition | P63279 | HTRF SUMOylation assay, SAE1/SAE2 + UBC9, in vitro | inhibition, % at 35 µM | actives 0.36% (n = 290,000) | AID 2006; in the data active means inhibition above about 50%, passing the limit was not always enough; further: strong numbers were not always called active
Target sequence (P63279 whole entry, looked up): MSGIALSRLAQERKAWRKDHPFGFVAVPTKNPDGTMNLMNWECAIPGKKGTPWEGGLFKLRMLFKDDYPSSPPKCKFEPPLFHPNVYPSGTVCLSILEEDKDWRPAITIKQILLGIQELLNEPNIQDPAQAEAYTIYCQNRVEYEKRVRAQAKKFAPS
DNA FID counter = counter-screen for HCV NS3 helicase inhibitors: DNA intercalator displacement. DNA fluorescent intercalator displacement, fluorescence. inhibition, % at 7.9 µM. actives 0.17% (n = 290,000). AID 1845; in the data active means inhibition above about 37%;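 further: 0% = vehicle and 100% = reference compound; higher means more ethidium bromide displaced from hairpin DNA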
IDE cell activ = boosts human insulin-degrading enzyme activity in HEK cells | AID 493087 | P14735 | actives 0.073% (n = 340,000) | activation, % at 5.96 µM | FAbeta-B cleavage, fluorescence polarization; 0% vehicle, 100% cell-free pure enzyme wells;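 active means activation above the mean of all tested compounds plus 3 SD, set per screening campaign, cut at about 17% in these data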
pCIP destab = compounds decreasing mouse p/CIP protein stability; F442A p/CIP-EGFP cells, EGFP fluorescence, 16 h; decrease of EGFP signal, % at 10 µM; actives 0.01% (n = 290,000);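 active means EGFP signal decrease of at least 30% at 10 µM or well 3 SD below plate mean, unless failing retest; inactive means the rest, including hits failing retest or dose response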; further: some compounds called inactive have numbers as strong as hits; many of its hits are not listed in these tables
VIM-2 inhibitor = inhibitors of Pseudomonas aeruginosa VIM-2 metallo-beta-lactamase | actives 0.89% (n = 290,000) | purified VIM-2, nitrocefin hydrolysis, epi-absorbance fluorescence | inhibition, % at 5.6 µM;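 active means inhibition above the mean of all tested compounds plus 3 SD, cutoff set per screening run, cut at about 7.5% in these data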;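 further: red hydrolysis product quenches plate fluorescence so inhibitors raise well fluorescence; 0% = enzyme with DMSO and 100% = DMSO without enzyme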
HCV NS3 hel inh = inhibitors of Hepatitis C virus NS3 helicase | NS3 helicase DNA unwinding, Cy5 molecular beacon fluorescence | inhibition, % at 10.9 µM | actives 0.56% (n = 290,000);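 active means inhibition above the mean of all tested compounds plus 3 SD, set per campaign, cut at about 35% in these data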;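 further: 0% = DMSO wells and 100% = thioflavine S control wells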
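System: Hepatitis C virus NS3 helicase domain fragment enzyme | Reagent: Annealed dual-labelled DNA beacon duplex, ATP-started | Compound dosing: 10.9 µM single point, 0.8% DMSO | Incubation: 1 h reaction at 25 °C, ATP-initiated | Technique: Cy5 fluorescence | Evaluation: Percent inhibition from t60/t0 fluorescence ratio | Benchmarks: Low DMSO, high thioflavine S at 110 µM | Replication: Singlicate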
Starred values were filed as active, the others as inactive; · = not tested or not shown; [ ] = remark or other dose. The list is partial (hit frequency here may not be typical).

smiles	PHOSPHO1 inh	IMP-1 inh	MEKK3 PB1 HTS	UBC9 SUMO inh	DNA FID counter	IDE cell activ	pCIP destab	VIM-2 inhibitor	HCV NS3 hel inh
COc1ccc(CCNCc2ccc(C)s2)cc1OC	42	0.5	97	20	3	4	-1	0.5	-10
CC(=O)OC1CCC2(/C=N/O)C(=CCC3C4CCC(=O)C4(C)CCC32)C1 (centres undefined)	8	-0.2	108	4	-28	3	-2	0.8	2
Cc1ccccc1C1=NCC(=O)N(CC(=O)N2CCCCC2)c2sc(C)c(C)c21	-38	-1.2	104	-2	-36	0	-10	1.4	3
CCOC(=O)C1(CCOc2ccccc2)CCN(Cc2ccc(C)s2)CC1	50	-2.7	100	5	5	2	0	0.7	-13
CCCCOc1ccc(CC2C(=O)N(C)C(=O)N(C)C2=O)cc1	-7	-0.6	99	18	-6	5	1	-3.6	-8
CCCCn1c(O)c(C(=O)/C=C/c2ccc3c(c2)OCO3)c(=O)[nH]c1=O	46	0.0	100	-8	-4	8	2	0.9	25
CN(C)C1C(=O)C(C(N)=O)=C(O)C2(O)C(=O)C3=C(O)c4c(O)cccc4C(C)(O)C3C(O)C12 (centres undefined)	-6	-0.1	102	32	-1	5	3	-0.2	96*
CCOC(=O)C(NC(=O)CCl)(Nc1ccc(C(O)(C(=O)OCC)C(F)(F)F)cc1)C(F)(F)F (centres undefined)	2	-4.5	87	4	-3	5	-5	-3.4	-5
Cc1ccc2c(c1)C1CN(C)CCC1N2C(=O)c1cn(-c2ccccc2)nc1-c1ccccc1 (centres undefined)	6	-1.9	110	-14	21	0	-17	0.5	-70
CN1C(=O)C(=Cc2ccc(N(C)C)c([N+](=O)[O-])c2)C(=O)N(C)C1=O	9	-3.4	98	8	-14	·	16	-0.6	-8
CCOC(=O)c1c(NC(NC(=O)CF)C(Cl)(Cl)Cl)sc2c1CCCC2 (centres undefined)	0	-1.0	105	-5	-20	-2	-2	-2.7	-14
COc1cc(C2SCC(=O)Nc3c2c(C)nn3-c2ccccc2)cc(OC)c1OC (centres undefined)	23	-4.0	97	-7	-18	0	4	-0.7	-2
Cc1ccc2c(c1)C(c1ccccc1)NCC(=O)N2 (centres undefined)	13	-4.0	74*[inhibitor]	24	-7	1	-3	-1.9	-4
Cn1cccc1/C=C1\C(=O)NC(=O)N(Cc2ccco2)C1=O	6	-0.9	102	33	-22	-2	-13	-2.2	24
CC(C)c1ccc(N=Nc2c(O)[nH]c(=O)[nH]c2=O)cc1	13	-2.2	105	35	-2	·	-12	-1.7	-4
C(#CCN1CCCCC1)COCc1ccccc1	41	-1.0	101	23	4	-1	-2	-3.2	-10
Cn1c(=O)c2c(nc(N/N=C/c3c(O)n(-c4ccccc4)c(=S)[nH]c3=O)n2C)n(C)c1=O	1	-1.4	107	10	-12	0	-8	-1.9	4
CCNC(=O)NC(=O)C(C)OC(=O)c1c(C)nn(Cc2ccccc2)c1Cl (centres undefined)	7	-2.6	125	20	-30	1	-2	-3.8	7
CCn1cc(C(=O)N2CCCCC2)c2ccccc21	8	-0.4	98	15	-13	-2	-17	-2.0	-1
CCOCCCNC(=O)C1c2cc(OC)c(OC)cc2C(=O)N2CCCCC12 (centres undefined)	-5	-0.4	101	-3	-5	6	7	0.1	-10
CSc1ccccc1C(=O)C1CCCN(Cc2ccn[nH]2)C1 (centres undefined)	27	-4.9	97	-5	0	2	-2	-4.0	-2
COc1ccc(N2C(=O)NC(=O)/C(=C/c3ccc(N4CCOCC4)cc3)C2=O)cc1	8	-1.6	103	16	-20	·	-12	-0.5	10
CCOC(=O)c1c(N)n(CCCOC(=O)c2ccco2)c2nc3ccccc3nc12	-8	-1.0	101	36	-13	5	-22	0.1	1
C/C(=N\N1CCN(C)CC1)c1c(O)[nH]c(=O)[nH]c1=O	23	-2.1	102	-24	-1	4	7	-0.9	-1
CC(C)CN(CC(C)C)c1ccc(C=C2C(=O)NC(=S)NC2=O)cc1[N+](=O)[O-]	42	-0.7	100	-18	-4	1	-4	-7.1	12
O=C(O)c1[nH]c(=O)[nH]c(=O)c1F	-32	-2.8	95	-6	6	0	13	-3.9	-15
CCOC(=O)C(O)(c1ccc(NC(=O)c2ccco2)c(OC)c1)C(F)(F)F (centres undefined)	-38	-0.5	110	9	-16	1	-9	-0.1	1
Cc1nn(CCC#N)c2c1P(=S)(N1CCCC1)OC(c1ccc(F)cc1)=N2 (centres undefined)	103*	-1.9	99	1	-1	-19	-2	2.9	-21
COc1ccccc1OCC(=O)Nc1ccc(Cl)cc1C(=O)c1ccccc1	-13	0.5	86	-16	-3	-1	-4	1.1	22
CCC1(c2ccc(-c3ccccc3)cc2)C(=O)NC(=O)NC1=O	·	-2.5	103	-4	-10	-4	-1	-0.9	-11
Cc1nn(-c2ccccc2)c(Cl)c1C1C(C#N)=C(N)Oc2c1c(=O)oc1ccccc21 (centres undefined)	18	-2.2	94	-10	-16	5	-15	-2.3	-4
O=C(N/N=C/c1c(O)n(-c2ccccc2)c(=S)[nH]c1=O)c1ccccc1	47	-0.3	107	-1	-21	·	-4	-3.6	12
COc1cc(C(c2c(O)c3ccccc3oc2=O)c2c(C)n(C)n(-c3ccccc3)c2=O)ccc1O (centres undefined)	3	-3.0	95	7	-27	0	-20	-1.8	-2
Cn1c(O)c(C(=Nc2ccccc2)SCc2ccc(Cl)cc2)c(=O)n(C)c1=O	-59	-3.2	102	14	-10	5	-22	-3.3	3
CNC(=O)OCCc1nccn1C	-7	-3.3	100	4	-2	1	0	0.6	6
CCCCCP(=O)(O)c1ccccc1	1	-1.4	94	2	3	7	-11	1.3	-1
Cc1ccc(S(=O)(=O)NC(CC(=O)N2CCC3(CC2)OCCO3)c2ccco2)cc1 (centres undefined)	33	-1.3	100	-2	-12	0	-10	-3.2	1
CCCc1nnc(NC(=O)CCC(=O)N2CCN(CCOC(c3ccccc3)c3ccccc3)CC2)s1	-9	-2.2	117	-3	-10	0	-2	0.2	-36
O=c1c2ccccc2nc(-c2ccc(Cl)cc2Cl)n1-c1nccs1	4	-3.1	97	2	-17	4	-5	-3.0	-4
O=C1CC(=O)N(c2ccccc2F)C(=O)N1	24	-1.6	104	-4	-2	3	-5	0.3	18
Cc1cc(/C=C2/C(=O)NC(=O)N(Cc3ccco3)C2=O)c(C)n1-c1ccccc1O	20	-1.8	115	23	-21	2	-12	-0.1	49*
COc1cc2c(cc1OC)C13CCN4CC5=CCOC6CC(=O)N2C1C6C5CC43 (centres undefined) (tested in a mixture with another compound)	47	-2.5	106	-1	0	-1	-14	-2.2	1
CCCCC(CC)COCCCN=Cc1c(O)[nH]c(=S)[nH]c1=O (centres undefined)	24	-4.5	107	7	-20	·	-9	-3.8	-5
C[C@]12CCC3C(CCC4=C/C(=N/OCC(=O)NC(CCC(N)=O)C(=O)O)CC[C@@]43C)C1CCC2O (some centres undefined)	14	-3.5	103	-8	-28	4	14	-0.6	9
CCN1CCN(c2cc(=O)n3ccccc3n2)CC1	28	-0.4	100	17	-2	0	-1	-0.2	4
CC(=O)c1c(O)n(-c2cccc(Cl)c2)c(=O)[nH]c1=O (tested in a mixture with another compound)	16	-4.0	128*	11	-13	0	-16	-2.1	12
CCN1C(=O)CC(c2cccnc2)=Nc2ccccc21	37	-1.9	96	17	-2	2	-9	-0.9	-7
O=C(c1ccc2c(c1)OCO2)C1CCCN(Cc2c(F)cccc2Cl)C1 (centres undefined)	46	-1.9	104	-8	2	1	-13	-0.7	3

Quoted from above for reference:
smiles	PHOSPHO1 inh	IMP-1 inh	MEKK3 PB1 HTS	UBC9 SUMO inh	DNA FID counter	IDE cell activ	pCIP destab	VIM-2 inhibitor	HCV NS3 hel inh
CCCc1nnc(NC(=O)CCC(=O)N2CCN(CCOC(c3ccccc3)c3ccccc3)CC2)s1	-9	-2.2	117	-3	-10	0	-2	0.2	-36
O=c1c2ccccc2nc(-c2ccc(Cl)cc2Cl)n1-c1nccs1	4	-3.1	97	2	-17	4	-5	-3.0	-4
O=C1CC(=O)N(c2ccccc2F)C(=O)N1	24	-1.6	104	-4	-2	3	-5	0.3	18
Cc1cc(/C=C2/C(=O)NC(=O)N(Cc3ccco3)C2=O)c(C)n1-c1ccccc1O	20	-1.8	115	23	-21	2	-12	-0.1	49*
COc1cc2c(cc1OC)C13CCN4CC5=CCOC6CC(=O)N2C1C6C5CC43 (centres undefined) (tested in a mixture with another compound)	47	-2.5	106	-1	0	-1	-14	-2.2	1
CCCCC(CC)COCCCN=Cc1c(O)[nH]c(=S)[nH]c1=O (centres undefined)	24	-4.5	107	7	-20	·	-9	-3.8	-5
C[C@]12CCC3C(CCC4=C/C(=N/OCC(=O)NC(CCC(N)=O)C(=O)O)CC[C@@]43C)C1CCC2O (some centres undefined)	14	-3.5	103	-8	-28	4	14	-0.6	9
CCN1CCN(c2cc(=O)n3ccccc3n2)CC1	28	-0.4	100	17	-2	0	-1	-0.2	4
CC(=O)c1c(O)n(-c2cccc(Cl)c2)c(=O)[nH]c1=O (tested in a mixture with another compound)	16	-4.0	128*	11	-13	0	-16	-2.1	12
CCN1C(=O)CC(c2cccnc2)=Nc2ccccc21	37	-1.9	96	17	-2	2	-9	-0.9	-7
O=C(c1ccc2c(c1)OCO2)C1CCCN(Cc2c(F)cccc2Cl)C1 (centres undefined)	46	-1.9	104	-8	2	1	-13	-0.7	3

Next part.
smiles	PHOSPHO1 inh	IMP-1 inh	MEKK3 PB1 HTS	UBC9 SUMO inh	DNA FID counter	IDE cell activ	pCIP destab	VIM-2 inhibitor	HCV NS3 hel inh
CCOc1ccccc1NC(=O)N1CCC2(CC1)OCCO2	-14	0.9	96	8	0	2	-5	-1.7	-2
CCn1c(P(C)(=O)O)nc2ccccc21	-9	-2.0	100	-6	3	2	1	-2.9	-11
Cn1c(O)c(C(c2ccccn2)c2c(O)n(C)c(=S)n(C)c2=O)c(=O)n(C)c1=S	28	3.5	·	5	5	3	-14	-1.3	-5
Cc1ccc(C2CC3CCC(C2)N3Cc2ccccc2F)cc1 (centres undefined)	29	-2.0	94	13	3	2	4	-0.5	-3
O=C1NC(=O)C(=Cc2ccccc2OCCOc2ccc([N+](=O)[O-])cc2)C(=O)N1	16	-2.3	99	16	7	·	12	0.7	8
CCC(C)N1C(=O)NC(=O)C2(Cc3cc(C)ccc3N(C)C2)C1=O (centres undefined)	3	-2.4	98	10	-14	0	2	-3.0	0
COc1ccc(CN2CCN(Cc3ccccc3F)CC2)cc1	-12	-1.7	104	6	2	-3	-3	-1.1	-10

Screens deposited in PubChem by several laboratories.
